Compound activity from PubChem BioAssay.
AMA1-RON2 inh: qHTS for Inhibitors of AMA1-RON; Towards Development of Antimalarial Drug Lead: Primary Screen; Plasmodium falciparum AMA1 (3D7) - RON2 peptide interaction; AlphaScreen AMA1-biotinylated RON2 peptide binding; Potency, µM (highest dose often 58.2 µM), for inactives: at the top dose activity change, negative = inhibition, most hits filed as inhibitors; 360,000 tested, 0.2% active; AID 720542, 2013;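 note: potency is the fitted concentration of half-maximal effect; 0% = vehicle wells and -100% = peptide control; nearly all actives have a fitted effect of over 45% in size; some results filed as inactive show a strong effect at the top dose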
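AMA1 (3D7) with his tag at 25 nM final met compounds first, then biotinylated RON2 peptide at 25 nM; detection used donor plus acceptor beads, 10 µg/mL apiece, read by AlphaScreen after 30 min at room temperature.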
HCMV inh: qHTS Assay for inhibitors of the human cytomegalovirus (HCMV); HFF cells, HCMV-luciferase reporter, 72 h; active compounds read low; activity change, negative = inhibition, % at 57.5 µM; 410,000 tested, 4.5% active; in the data active = activity change below about -60%; inconclusive = no clear call, values can overlap the other calls; inactive = above about -39%; note: % is set by controls: 0 for no effect and ±100 for the full control effect
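Two compound doses tested in HFFs infected with HCMV-luciferase, MOI 1 PFU/cell, 72 h at 37C. Lysate luminescence read with OneGlo; data normalized against buffer-only and 10uM Salinomycin inhibitor controls.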
Shiga inhibitor: A qHTS for Small Molecule Inhibitors of Shiga Toxin. Vero cells, Shiga toxin protein synthesis inhibition reporter. inhibition, % at 38.7 µM. 290,000 tested, 9.2% active. AID 2315, 2010; in the data active = inhibition mostly above about 28%, no sharp cut-off; inactive = mostly below about 43%; note: 0% is about no effect
Giardia FBPA inh: qHTS Assay for Inhibitors of Fructose-1,6-bisphosphate Aldolase from Giardia Lamblia; A8B2U2; purified Giardia FBPA; Potency, µM (titrated, usually from 59.6 µM), for the others: at the highest dose activity, negative = inhibition, hits mostly inhibitors; 290,000 tested, 0.71% active; note: potency is the fitted concentration of half-maximal effect; % is set by controls: 0 for no effect and ±100 for the full control effect; nearly all actives have a fitted effect of over 55% in size
Target sequence (A8B2U2 whole entry, looked up): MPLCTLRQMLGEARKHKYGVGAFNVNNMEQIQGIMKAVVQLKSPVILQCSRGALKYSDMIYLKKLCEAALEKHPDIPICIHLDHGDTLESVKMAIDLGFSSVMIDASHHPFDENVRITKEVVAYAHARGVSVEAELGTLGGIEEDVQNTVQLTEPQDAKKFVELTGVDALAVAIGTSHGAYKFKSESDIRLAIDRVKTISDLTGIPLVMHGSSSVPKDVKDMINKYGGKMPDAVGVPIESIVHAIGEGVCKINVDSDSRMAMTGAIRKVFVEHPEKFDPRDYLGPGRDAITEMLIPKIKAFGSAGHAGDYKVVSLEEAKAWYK
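Giardia FBPA (40 nM reagent) was preincubated 10 min at RT with compound (up to 57.5 uM final), then substrate plus GAPDH/TPI/NAD/arsenate coupling system with diaphorase/resazurin was added; resorufin fluorescence (525/598 nm) was read after 20 min.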
Cycloheximide cs: Cycloheximide Counterscreen for Small Molecule Inhibitors of Shiga Toxin. cell reporter, cycloheximide protein synthesis inhibition counterscreen. max response, %. 300,000 tested, 12% active. AID 2314, 2010; in the data active = max response mostly above about 13%, no sharp cut-off; inactive = mostly below about 14%; note: read at 38.3 µM for the half of the compounds with a filed dose; 0% is about no effect
AmpC no deterg: qHTS Inhibitors of AmpC Beta-Lactamase (assay without detergent). AID 485341, 2010. Potency, µM (highest dose often 57.1 µM), inactives show top-dose activity change, negative = inhibition, most hits filed as inhibitors. AmpC nitrocefin hydrolysis, absorbance 480 nm, 0.0001% Triton. P00811. 330,000 tested, 0.52% active;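 note: potency is the fitted concentration of half-maximal effect; plate controls were no compound for no effect and no enzyme for full effect; nearly all actives have a fitted effect of over 20% in size; some results filed as inactive show a strong effect at the top dose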
Target sequence (P00811 whole entry, looked up): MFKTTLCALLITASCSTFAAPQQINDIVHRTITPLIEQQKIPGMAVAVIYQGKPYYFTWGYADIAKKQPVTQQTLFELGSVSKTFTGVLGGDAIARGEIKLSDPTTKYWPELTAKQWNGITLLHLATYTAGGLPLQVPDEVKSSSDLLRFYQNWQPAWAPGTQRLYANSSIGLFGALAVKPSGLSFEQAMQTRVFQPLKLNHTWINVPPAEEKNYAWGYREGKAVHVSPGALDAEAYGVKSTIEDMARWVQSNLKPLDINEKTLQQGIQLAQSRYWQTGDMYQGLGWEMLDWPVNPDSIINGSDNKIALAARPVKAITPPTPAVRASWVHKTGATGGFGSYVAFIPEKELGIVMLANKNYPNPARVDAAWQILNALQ
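20 mM phosphate pH 7.0 + 0.01% (detergent screen) or 0.0001% Triton X-100; 5.3 nM AmpC reagent; cpd preinc 15 min RT; nitrocefin (800 uM stock) to start; A480 q20 s × 4 min; Activity was normalised to no-enzyme and no-compound control wells.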
AmpC inh detg: qHTS Inhibitors of AmpC Beta-Lactamase (assay with detergent). P00811. AmpC hydrolysis of nitrocefin, absorbance 480 nm, 0.01% Triton. Potency, µM (highest dose often 114 µM), without a hit: at the highest dose activity change, negative = inhibition, most hits filed as inhibitors. 370,000 tested, 0.041% active. AID 485294, 2010;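 note: potency is the fitted concentration of half-maximal effect; 0% = no-compound wells and -100% = no-enzyme wells; nearly all actives have a fitted effect of over 25% in size; some results filed as inactive show a strong effect at the top dose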
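AmpC (5.3 nM in the dispensed reagent) in 20 mM phosphate pH 7.0 with 0.01% (detergent screen) or 0.0001% Triton X-100 was preincubated with compounds for 15 min at room temperature. Nitrocefin was then added from an 800 uM solution, and hydrolysis was followed at 480 nm.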
* hit, by the source's call; [ ] = remark or other dose. Unless noted, calls come from the whole dose curve; as a rule, active = well fitted curve in the direction sought with a large enough effect; inconclusive = small, poorly fitted or top-dose-only effect, or another doubt; inactive = no such curve, though single readings can be large; an effect the other way counts as inactive or inconclusive.

For CC(C)(C)N1C(=O)c2ccc(C(=O)Nc3cc(C(=O)O)cc(C(=O)O)c3)cc2C1=O the results were AMA1-RON2 inh -3%, HCMV inh -8, Giardia FBPA inh 10%, Cycloheximide cs 3, AmpC no deterg -12% and AmpC inh detg inconclusive.
`CC(C)NC(=O)[C@H]1N2C(=O)c3ccccc3C2SC1(C)C` (stereo partly specified) gave AMA1-RON2 inh 9%, HCMV inh 22, Shiga inhibitor 3, Giardia FBPA inh -23%, Cycloheximide cs 1, AmpC no deterg -3% and AmpC inh detg -4%.
CCN(CC)CCOC(=O)C1(c2ccc([N+](=O)[O-])cc2)CCCC1 was read as AMA1-RON2 inh -5%, HCMV inh -14, Giardia FBPA inh 2%, AmpC no deterg 3% and AmpC inh detg -11%.
For Cc1nnsc1NC(=O)OCc1ccccc1Cl the results were AMA1-RON2 inh 2%, HCMV inh 38, Shiga inhibitor -10, Giardia FBPA inh 2%, Cycloheximide cs -4, AmpC no deterg -12% and AmpC inh detg -1%.
`Cc1ccc(N(Cc2cc3ccc(C)cc3[nH]c2=O)C(=O)c2cccs2)cc1` gave AMA1-RON2 inh 10%, Shiga inhibitor 1, Giardia FBPA inh 4%, Cycloheximide cs 1, AmpC no deterg -11% and AmpC inh detg -2%.
CCOC(=O)c1cc(C(C)=O)c(=O)[nH]c1C was read as AMA1-RON2 inh 3%, HCMV inh 6, Shiga inhibitor 30, Giardia FBPA inh 3%, Cycloheximide cs 8, AmpC no deterg -5% and AmpC inh detg 3%.
Screening CC(=O)Oc1ccc(-c2cccc(C(=O)OCC(=O)N(C)c3ccccc3)c2)cc1 returned AMA1-RON2 inh -4%, HCMV inh -25, Shiga inhibitor -6, Giardia FBPA inh 1%, Cycloheximide cs -5, AmpC no deterg 38% and AmpC inh detg 4%.
Screening CC(C)C(=O)N1CCN(c2ccc(NC(=O)c3ccc(Br)o3)cc2)CC1 returned AMA1-RON2 inh 13%, HCMV inh -22, Shiga inhibitor 10, Giardia FBPA inh -2%, Cycloheximide cs -3, AmpC no deterg -8% and AmpC inh detg 2%.
Cc1ccccc1N(CC(=O)N1CCc2ccccc2C1)S(C)(=O)=O was read as AMA1-RON2 inh -1%, HCMV inh 11, Shiga inhibitor -10, Giardia FBPA inh 3%, Cycloheximide cs 1, AmpC no deterg -3% and AmpC inh detg 1%.
COc1ccc(C(=O)NC2CC2)cc1OC1CCN(Cc2cnn(C)c2C)CC1 was read as AMA1-RON2 inh 6%, HCMV inh 16, Shiga inhibitor -8, Cycloheximide cs -1, AmpC no deterg -3% and AmpC inh detg 2%.

Pulled one by one from the list above:
Cc1ccccc1N(CC(=O)N1CCc2ccccc2C1)S(C)(=O)=O was read as AMA1-RON2 inh -1%, HCMV inh 11, Shiga inhibitor -10, Giardia FBPA inh 3%, Cycloheximide cs 1, AmpC no deterg -3% and AmpC inh detg 1%.
COc1ccc(C(=O)NC2CC2)cc1OC1CCN(Cc2cnn(C)c2C)CC1 was read as AMA1-RON2 inh 6%, HCMV inh 16, Shiga inhibitor -8, Cycloheximide cs -1, AmpC no deterg -3% and AmpC inh detg 2%.

(continued)
CCOC(=O)c1c(N)nn(C(=O)C(C)C)c1-c1ccccc1 was read as AMA1-RON2 inh 11%, HCMV inh -11, Shiga inhibitor 27, Giardia FBPA inh -5%, Cycloheximide cs 4, AmpC no deterg 11% and AmpC inh detg -7%.
Cc1ccc(-n2c(Cc3cccn3C)nnc2SCC(=O)Nc2ccc3c(c2)OCO3)cc1 was read as AMA1-RON2 inh -20%, HCMV inh -22, Shiga inhibitor -10, Giardia FBPA inh 5%, Cycloheximide cs -4, AmpC no deterg 38% and AmpC inh detg inconclusive.
Screening Cc1cc(C)c(C#N)c(SCc2ccccc2F)n1 returned AMA1-RON2 inh 16%, HCMV inh inconclusive, Shiga inhibitor 27, Giardia FBPA inh -2%, Cycloheximide cs -2, AmpC no deterg -23% and AmpC inh detg 3%.
Screening O=C(c1ccccc1Oc1ccc([N+](=O)[O-])cc1)N1CCOCC1 returned AMA1-RON2 inh -5%, HCMV inh -7, Shiga inhibitor 18, Cycloheximide cs -2, AmpC no deterg -5% and AmpC inh detg 2%.
`Cc1ccc(/C=C/S(=O)(=O)NCC(=O)OCC(=O)Nc2c(F)cccc2F)cc1` gave AMA1-RON2 inh -2%, HCMV inh 5, AmpC no deterg 2% and AmpC inh detg 6%.
Screening O=C(Oc1ccccc1N1C(=O)C2CC=CCC2C1=O)c1ccc(Br)cc1 (stereo unspecified) returned AMA1-RON2 inh -12%, HCMV inh -36, Shiga inhibitor -3, Giardia FBPA inh 2%, Cycloheximide cs -2, AmpC no deterg 8% and AmpC inh detg -11%.
`O=C(NCc1nc2ccccc2[nH]1)C1=C[C@H](C2CC2)C[C@H](OCCCCO)O1` gave AMA1-RON2 inh 18%, HCMV inh 0, Shiga inhibitor -12, Giardia FBPA inh 6%, Cycloheximide cs -3, AmpC no deterg 9% and AmpC inh detg -7%.
For NS(=O)(=O)c1ccc(CCNC(=O)CCS(=O)(=O)c2ccc(Br)cc2)cc1 the results were AMA1-RON2 inh 18%, HCMV inh 42, Shiga inhibitor -3, Giardia FBPA inh 5%, Cycloheximide cs -3, AmpC no deterg -1% and AmpC inh detg 0%.
For COc1ccc2[nH]c3c(=O)n(Cc4ccc(C(=O)N5CCCC5)cc4)c(=S)[nH]c3c2c1 the results were AMA1-RON2 inh 84%[activator], HCMV inh -7, Shiga inhibitor 15, Giardia FBPA inh 3%, Cycloheximide cs 11, AmpC no deterg -21% and AmpC inh detg -14%.
`O=c1[nH]c(N/N=C/c2ccccc2Br)nnc1-c1ccccc1` gave AMA1-RON2 inh 101%[activator], HCMV inh 15, Shiga inhibitor -10, Giardia FBPA inh -4%, Cycloheximide cs 0, AmpC no deterg -24% and AmpC inh detg -9%.
CS(=O)Cc1cc(Oc2ccccc2)nc(-c2ccncc2)n1 (stereo unspecified) was read as AMA1-RON2 inh -7%, HCMV inh -27, Shiga inhibitor -7, Giardia FBPA inh 6%, Cycloheximide cs 1, AmpC no deterg 0% and AmpC inh detg -3%.
`CCN(C(=O)COC(=O)c1cnc(C)cn1)c1c(N)n(Cc2ccccc2)c(=O)[nH]c1=O` gave AMA1-RON2 inh -5%, HCMV inh 0, AmpC no deterg -3% and AmpC inh detg 1%.
For Cc1nc(C(=O)NC2CCOCC2)sc1C1(C)CC(c2cccc([N+](=O)[O-])c2)=NO1 (stereo unspecified) the results were AMA1-RON2 inh -6%, HCMV inh 9, Shiga inhibitor -6, Giardia FBPA inh -3%, Cycloheximide cs 0, AmpC no deterg 106%[activator] and AmpC inh detg 2%.
For CCOC(=O)c1ccc(NC(=O)c2nc[nH]c2C(=O)N2CCN(c3ccccc3)CC2)cc1 the results were AMA1-RON2 inh 38%[activator], HCMV inh -34, Shiga inhibitor -6, Giardia FBPA inh -11%, Cycloheximide cs 7, AmpC no deterg -22% and AmpC inh detg 1%.
`COc1ccc(N(CC(=O)Nc2ccc3c(c2)OCCO3)S(=O)(=O)c2cccc(C)c2)cc1` gave AMA1-RON2 inh -26%, HCMV inh -77*, AmpC no deterg -32% and AmpC inh detg 0%.
CCCCCCCCNC(=O)c1cccnc1SCC(=O)Nc1ccc(OC)cc1OC was read as AMA1-RON2 inh 3%, HCMV inh -39, Shiga inhibitor -1, Giardia FBPA inh 14%, Cycloheximide cs 6, AmpC no deterg -15% and AmpC inh detg -4%.
For Cc1ccc(C(=O)CN(C(=O)c2ccc(Cl)c(Cl)c2)N2C(=O)C3C4C=CC(C4)C3C2=O)cc1 (stereo unspecified) the results were AMA1-RON2 inh 9%, HCMV inh inconclusive, Shiga inhibitor -5, Giardia FBPA inh -8%, Cycloheximide cs 4, AmpC no deterg -19% and AmpC inh detg -2%.
For CCCCCc1n[nH]c2c1CCCC2 the results were AMA1-RON2 inh -2%, HCMV inh inconclusive, Shiga inhibitor 41, Giardia FBPA inh 0%, Cycloheximide cs 14, AmpC no deterg -11% and AmpC inh detg 4%.
`COCCS(=O)(=O)N(Cc1ccc(Br)cc1)[C@@H](C)C(=O)OC` gave AMA1-RON2 inh 11%, HCMV inh -10 and AmpC no deterg 4%.
Cc1ccc(OCCC(=O)Nc2ccc(S(=O)(=O)Nc3cc(C)nc(C)n3)cc2)cc1 was read as AMA1-RON2 inh 0%, HCMV inh -19, AmpC no deterg -36% and AmpC inh detg -14%.
`CCOP(=O)(C#CC(C)(C)C)C1(O)CCCCC1` (stereo unspecified) gave AMA1-RON2 inh -1%, HCMV inh -3, Shiga inhibitor -17, Giardia FBPA inh 20%, Cycloheximide cs -3, AmpC no deterg 18% and AmpC inh detg inconclusive.
Screening O=C(O)CCCC(=O)NNc1nc(-c2ccccc2)c2cc(Cl)ccc2n1 returned AMA1-RON2 inh 57%[activator], HCMV inh -24, Giardia FBPA inh -17%, Cycloheximide cs -2, AmpC no deterg -13% and AmpC inh detg 2%.
For CCOC(=O)COc1ccc(Br)cc1/C=C/c1[nH]c(=O)[nH]c(=O)c1[N+](=O)[O-] the results were AMA1-RON2 inh -17%, HCMV inh -25, Shiga inhibitor -3, Giardia FBPA inh -10%, Cycloheximide cs -4, AmpC no deterg -22% and AmpC inh detg 7%.
`CC(C)OCCCN1C=C2C(=O)C(C)(OC(=O)CCc3ccccc3)C(=O)C=C2C=C1c1ccc(C#N)cc1` (stereo unspecified) gave AMA1-RON2 inh -6%, HCMV inh 2, Shiga inhibitor -4, Giardia FBPA inh inconclusive, Cycloheximide cs 0, AmpC no deterg 134%[activator] and AmpC inh detg 1%.
`CCOc1ccc2[nH]c(=O)c(CN(Cc3ccco3)C(=O)c3cccc(F)c3)cc2c1` gave AMA1-RON2 inh 4%, Shiga inhibitor -13, Giardia FBPA inh 8%, Cycloheximide cs 1, AmpC no deterg -20% and AmpC inh detg 1%.
CN1CCN(S(=O)(=O)c2ccc3c(c2)CC(=O)N3C)CC1 was read as AMA1-RON2 inh 22%, HCMV inh -13, Shiga inhibitor -10, Cycloheximide cs 14, AmpC no deterg 160%[activator] and AmpC inh detg 8%.
`CC1(C)CC(=O)C2=C(C1)N(CC1CCCO1)C(=O)NC2(C(F)(F)F)C(F)(F)F` (stereo unspecified) gave AMA1-RON2 inh -8%, HCMV inh 16, Shiga inhibitor -13, Giardia FBPA inh 0%, Cycloheximide cs -5, AmpC no deterg -12% and AmpC inh detg -8%.
CC(O)[C@H]1CNCCN1CCc1cccc(F)c1 (stereo partly specified) was read as AMA1-RON2 inh 10%, HCMV inh 23, AmpC no deterg -7% and AmpC inh detg 0%.
Screening Cc1ccccc1C(=O)N1CCN(S(=O)(=O)c2ccccc2)CC1 returned AMA1-RON2 inh 3%, HCMV inh 36, Shiga inhibitor -4, Cycloheximide cs -1, AmpC no deterg 3% and AmpC inh detg inconclusive.
